ABCG2 inh: ABCG2 efflux pump inhibitors, primary screen, multiplex with ABCB1, IgMXP3 cells, flow cytometry; Broad substrate specificity ATP-binding cassette transporter ABCG2 (Homo sapiens), Q9UNQ0; JC-1 efflux; inhibition, % at 6.6 µM; 190,000 tested, 0.1% active; AID 1325, 2008;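 active = inhibition above 80%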;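 also: 0% = DMSO and 100% = nicardipine control wells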
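Test system: IgMXP3 cells (ABCG2) mixed with DDAO far-red-labelled CCRF-Adr cells (ABCB1). Reagent: JC-1 transporter substrate. Compound dosing: single test compound dose, 6.6 µM final. Times: 10 min compound exposure, 25 °C. Detection: flow cytometry of retained JC-1 fluorescence. Read-out basis: efflux inhibition in percent versus controls. Controls: nicardipine and DMSO wells.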
ABCB1 inh: ABCB1 efflux pump inhibitors, primary screen, cell-based, multiplex, flow cytometry, ABCG2 counter-screen; CCRF-Adr cells, JC-1 efflux; inhibition, % at 6.6 µM; 190,000 tested, 0.067% active; AID 1326, 2008; in the data active = inhibition above about 40%;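 also: 0% = vehicle and 100% = reference inhibitor; higher value means more JC-1 retained so stronger ABCB1 efflux block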
Target sequence (P08183 whole entry, looked up): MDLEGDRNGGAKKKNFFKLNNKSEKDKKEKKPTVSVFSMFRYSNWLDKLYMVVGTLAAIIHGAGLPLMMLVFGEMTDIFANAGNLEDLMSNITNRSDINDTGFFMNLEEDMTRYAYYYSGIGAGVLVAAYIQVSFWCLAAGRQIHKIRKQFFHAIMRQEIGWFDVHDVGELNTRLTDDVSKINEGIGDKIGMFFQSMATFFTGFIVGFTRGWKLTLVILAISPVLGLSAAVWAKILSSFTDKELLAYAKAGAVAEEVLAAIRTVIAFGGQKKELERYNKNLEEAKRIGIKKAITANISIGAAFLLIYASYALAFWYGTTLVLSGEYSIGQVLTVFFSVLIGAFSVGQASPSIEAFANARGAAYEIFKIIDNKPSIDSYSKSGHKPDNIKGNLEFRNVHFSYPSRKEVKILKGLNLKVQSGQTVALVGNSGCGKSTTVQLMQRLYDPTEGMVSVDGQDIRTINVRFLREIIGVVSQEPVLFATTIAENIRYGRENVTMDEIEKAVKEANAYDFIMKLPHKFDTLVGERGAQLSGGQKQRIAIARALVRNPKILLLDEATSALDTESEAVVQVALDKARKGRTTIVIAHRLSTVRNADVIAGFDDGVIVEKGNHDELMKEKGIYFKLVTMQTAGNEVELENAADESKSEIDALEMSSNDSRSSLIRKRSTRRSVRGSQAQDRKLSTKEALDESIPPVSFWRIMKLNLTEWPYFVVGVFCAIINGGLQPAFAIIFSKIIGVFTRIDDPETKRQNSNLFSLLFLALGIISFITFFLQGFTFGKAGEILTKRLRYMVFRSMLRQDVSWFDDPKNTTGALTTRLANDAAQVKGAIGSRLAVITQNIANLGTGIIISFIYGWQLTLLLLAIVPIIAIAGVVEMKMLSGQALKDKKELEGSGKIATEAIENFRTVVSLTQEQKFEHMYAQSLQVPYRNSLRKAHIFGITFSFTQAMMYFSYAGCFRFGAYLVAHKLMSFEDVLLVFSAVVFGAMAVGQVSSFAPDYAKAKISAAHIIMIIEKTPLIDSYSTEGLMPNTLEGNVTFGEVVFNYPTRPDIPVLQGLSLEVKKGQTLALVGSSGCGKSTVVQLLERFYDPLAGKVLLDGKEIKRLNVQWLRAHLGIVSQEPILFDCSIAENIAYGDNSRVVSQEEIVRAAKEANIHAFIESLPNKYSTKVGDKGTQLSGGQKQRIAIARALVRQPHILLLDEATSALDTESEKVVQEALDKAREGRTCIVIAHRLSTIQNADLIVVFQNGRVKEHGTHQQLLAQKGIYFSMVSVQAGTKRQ
RGS8-Gao: RGS8-Galphao binding modulators, primary screen, biochemical, multiplexed bead flow cytometry. AID 1423, 2008. 220,000 tested, 0.34% active. response (percent of control binding), % at 10 µM. Guanine nucleotide-binding protein G(o) subunit alpha (Homo sapiens), P09471. actives lie on both sides; in the data active = response below about 60% or above about 140%; inactive = in between;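 also: Galphao activated as the GDP aluminium fluoride complex binding bead-coupled RGS8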
Bim-Bcl-XL: inhibitors of Bim-Bcl-XL binding, primary screen, biochemical, multiplexed, bead flow cytometry, human Bcl-XL. AID 1007, 2008. 190,000 tested, 0.04% active. inhibition, % at 10 µM. Bim peptide-Bcl-XL binding, fluorescence. Bcl-2-like protein 1 (Homo sapiens), Q07817
GSH bead fluor: compound fluorescence on glutathione beads, profiling panel, artefact control, biophysical, 488/530 nm, flow cytometry | GSH beads flow cytometry, compound fluorescence 488/530 nm; stronger effect = higher value | fluorescence (KMESF) at 10 µM | 190,000 tested, 0.25% active; in the data active = fluorescence above about 89;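 also: glutathione beads carrying GST-tagged Bcl family fusion proteins plus one bare bead set; values are compound well signal with DMSO vehicle wells as background; inactives centre near 16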
Bcl-2 Bim block: inhibitors of Bim-Bcl-2 binding, primary screen, biochemical, multiplexed, human Bcl-2 family; Apoptosis regulator Bcl-2 (Homo sapiens), P10415; Bead-based flow cytometry, Bim peptide-Bcl-2 binding; inhibition, % at 10 µM; 190,000 tested, 0.06% active; in the data active = inhibition above about 40%; inconclusive = no clear call, values can overlap the other calls;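 also: 0% = no compound wells with probe peptide and 100% = reference peptide inhibitor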
Bcl-W Bim block: inhibitors of Bim binding to Bcl-W, primary screen, biochemical, multiplexed, bead-based flow cytometry | inhibition, % at 10 µM | Bim peptide-Bcl-W binding | 190,000 tested, 0.02% active;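 also: 0% = bound tracer without compound and 100% = peptide blocker; higher means less fluorescent Bim peptide bound to Bcl-W beads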
Bfl-1 Bim block: inhibitors of Bim binding to Bfl-1, primary screen, biochemical, multiplexed, bead-based flow cytometry | Bim-Bfl-1 binding inhibition | inhibition, % at 10 µM | 190,000 tested, 0.12% active | AID 1008, 2008;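 also: 0% = wells without compound plus tracer and 100% = blocker peptide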
RGS7-Gao: RGS7-Galphao binding modulators, primary screen, biochemical, multiplexed bead flow cytometry. binding response (% of control), % at 10 µM. 220,000 tested, 0.35% active. actives lie on both sides; in the data active = binding response below about 49% or above about 150%; inconclusive = no clear call, values can overlap the other calls; inactive = in between;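 also: fluorescent Galphao held in activated GDP-AlF4 state binding bead-coupled RGS7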
RGS4-Gao reg: modulators of RGS4 binding to Galphao, primary screen, biochemical, multiplexed bead flow cytometry; Guanine nucleotide-binding protein G(o) subunit alpha (Homo sapiens), P09471; actives lie on both sides; binding response (% of control), % at 10 µM; 220,000 tested, 0.33% active; AID 1415, 2008; in the data active = binding response below about 49% or above about 150%; inactive = in between;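 also: fluorescent Galphao activated with aluminum fluoride binding bead-coupled RGS4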
Bim-Bcl-B: inhibitors of Bim-Bcl-B binding, primary screen, biochemical, multiplexed, human Bcl-2 family | Bcl-2-like protein 10 (Homo sapiens), Q9HD36 | bead-based flow cytometry, Bim peptide-Bcl-B binding | inhibition, % at 10 µM | 190,000 tested, 0.073% active | AID 951, 2007;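 also: 0% = tracer peptide without compound and 100% = reference inhibitor peptide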
* hit, by the source's call; ? = inconclusive; · = no result given. Rule as the data show it, unless noted: active = inhibition above about 40%.

structure	ABCG2 inh	ABCB1 inh	RGS8-Gao	Bim-Bcl-XL	GSH bead fluor	Bcl-2 Bim block	Bcl-W Bim block	Bfl-1 Bim block	RGS7-Gao	RGS4-Gao reg	Bim-Bcl-B
CC(C)c1ccc(NC(=O)CSc2nc(-c3ccccc3F)nc3nc[nH]c23)cc1	-5	-1.0	102	-5	11	-3	-3	-1	103	102	-3
FC(F)(F)c1cccc(Cn2nnnc2-c2cc(Cl)cc(Cl)c2)c1	9	1.6	99	-1	18	-2	0	0	101	99	0
CCOC(=O)C1CCN(C(=O)COc2ccc(N(C)S(=O)(=O)c3ccc(OCC)cc3)cc2)CC1	1	0.1	102	-2	9	0	2	0	103	106	-2
O=C(NCCCCc1ccccc1)C1CC(c2cccc([N+](=O)[O-])c2)=NO1 (stereo not drawn)	2	0.5	100	-1	22	-1	0	-9	100	98	-7
COC(=O)Nc1ccc(C)c2nsnc12	4	-0.3	115	-12	31	-2	-5	-23	102	101	-9
CCCc1cc(C(=O)NCCc2ccc(OC)c(OC)c2)no1	4	0.6	102	-3	24	-4	3	-8	102	103	-4
COC(=O)c1ccc(C2CC(=O)NC3=C2C(=O)CCC3)cc1 (stereo not drawn)	·	·	104	3	16	1	4	-11	103	108	-4
CC(C)C(NC(=O)C1CCCCC1)C(=O)NC1=NCCS1 (stereo not drawn)	1	0.6	95	0	11	0	0	2	85	77	0
O=[N+]([O-])c1nn(-c2ccc(Cl)cc2)n(O)c1=NCc1ccccc1Cl	1	-0.3	100	-2	17	-5	-1	-6	?	100	-1
CCCNc1c(F)c(F)c2c(C)c3ccccc3nc2c1F	22	4.6	102	5	21	10	8	23	104	102	-17
Nc1ccccc1N=c1ssnc1Cl	-5	-4.0	83	-10	12	-5	-3	24	98	92	-36
Cc1cc(C)cc(N2CC(C)(C)C2=O)c1	1	0.1	99	0	12	-1	0	-4	98	99	0
CCOC(=O)c1ccc(N2C(=O)CC(C(=O)OC)=C2C)cc1	2	13	102	-6	33	-5	-1	-15	98	101	-5
CC(C)c1nc2sc3c(=O)[nH]cnc3c2c2c1CCC2	0	0.0	100	-8	12	1	-4	3	100	98	5
COc1ccc(N2CC(O)=C(c3nc4ccccc4s3)C2=N)cc1	4	0.4	100	0	13	0	2	1	104	106	-1
COc1ccc(C2CC(=O)c3cnc(NC(=O)c4ccccc4)nc3C2)c(OC)c1 (stereo not drawn)	8	1.8	104	-3	49	-10	-1	-12	103	107	-8
S=C(Nc1ccc(Cc2ccncc2)cc1)Nc1cccc(Cl)c1	0	-0.1	100	-5	18	-5	-2	-3	?	100	-7
CC(=O)Oc1cccc(N2C(=O)CC(Nc3ccc(N4CCOCC4)cc3)C2=O)c1 (stereo not drawn)	1	-0.1	96	-3	23	-7	2	-5	94	98	-14
CCS(=O)(=O)NCc1ccc2c(c1)cc(C)n2C	1	0.5	101	0	26	-5	0	-7	101	99	-4
CCOC(=O)C1=C(CSc2n[nH]c(N)n2)NC(=O)NC1C (stereo not drawn)	0	0.1	89	0	21	-8	-4	-2	96	95	-3
CCOc1ccc(NC(=O)NCC2CCN(c3ccc(OC)cc3)C2)cc1 (stereo not drawn)	68	0.3	103	-10	35	-5	-1	-13	102	99	-13
Cc1cc(=O)n(C)c(=O)n1CCCCCOc1cccc([N+](=O)[O-])c1	0	-0.1	99	0	21	1	0	0	101	98	0
Cc1ccc(OCC(O)CN2CC3(C)CC2CC(C)(C)C3)cc1 (stereo not drawn)	2	0.2	100	-12	19	-7	-7	-15	101	103	-9
COc1ccc(NC(=O)Nc2ccc(N3CCOCC3)c3nonc23)c(OC)c1	3	0.1	91	0	22	-6	-1	-8	98	100	-1
CC1CCN(c2ccccc2NC(=S)NC(=O)C(C)(C)C)CC1	4	-0.1	92	-5	11	0	-5	4	91	91	-2

Another view of 2 compounds above.
Each structure is followed by: ABCG2 inh, ABCB1 inh, RGS8-Gao, Bim-Bcl-XL, GSH bead fluor, Bcl-2 Bim block, Bcl-W Bim block, Bfl-1 Bim block, RGS7-Gao, RGS4-Gao reg, Bim-Bcl-B
- O=[N+]([O-])c1nn(-c2ccc(Cl)cc2)n(O)c1=NCc1ccccc1Cl
    1, -0.3, 100, -2, 17, -5, -1, -6, ?, 100, -1
- CCCNc1c(F)c(F)c2c(C)c3ccccc3nc2c1F
    22, 4.6, 102, 5, 21, 10, 8, 23, 104, 102, -17

Next compounds follow:
structure	ABCG2 inh	ABCB1 inh	RGS8-Gao	Bim-Bcl-XL	GSH bead fluor	Bcl-2 Bim block	Bcl-W Bim block	Bfl-1 Bim block	RGS7-Gao	RGS4-Gao reg	Bim-Bcl-B
CCCCCCC(C)NC(=S)Nc1cc(S(=O)(=O)N(C)C)ccc1C (stereo not drawn)	9	1.7	100	-3	13	-3	-4	-3	98	98	-3
COC(=O)c1ccc(NC(=S)NNC(=O)c2ccccc2)cc1	-2	-0.7	94	2	8	2	10	2	106	104	-10
O=C(Cn1cnc([N+](=O)[O-])n1)NCCO	2	0.4	100	-4	18	-2	0	-6	100	106	-2
CN(C)C(=O)Cn1nc(-c2ccccc2)c2ccccc2c1=O	1	0.2	99	-6	12	-11	-6	-19	96	97	-9
CC1=C(C(=O)OCC(Cl)(Cl)Cl)N2C(=O)C(NC(=O)Cc3ccccc3)C2SC1 (stereo not drawn)	3	0.8	102	-2	23	0	0	-1	103	99	-9
CCOC(=O)c1c(-c2cccs2)csc1NC(=O)CCCC(=O)O	7	0.3	101	-3	15	-7	2	-9	105	103	-4
CC1CC1C(=O)OCC(=O)NC(=O)NCc1ccco1 (stereo not drawn)	4	1.3	101	-7	22	-8	-3	-16	99	99	-5
CC(=O)Nc1c(C(=O)N2CCN(c3ccccn3)CC2)cnn1-c1ccc(C)cc1	4	0.3	104	-6	11	0	-1	-1	104	105	-3
CCOC(=O)C(NC(=O)c1ccccc1Cl)(Nc1sc2c(c1C(N)=O)CCC2)C(F)(F)F (stereo not drawn)	0	0.1	98	-9	12	-5	-1	-3	98	98	-10
CCN(CC)S(=O)(=O)c1ccc(S(=O)(=O)Nc2cc3c(cc2C(C)=O)OCO3)cc1	14	0.6	100	-8	20	-11	-4	-20	103	101	-7
Cc1cc(/C=C2/C(=O)NN(c3ccccc3)C2=O)c(C)n1-c1ccc(O)cc1	-1	-0.2	99	-6	15	-6	-5	-12	101	98	-5
O=c1c2c3c(sc2ncn1/N=C/c1ccc(Br)o1)CCCC3	17	1.1	125	-8	29	-13	-2	-16	128	125	-9
CCC(Sc1nc(=O)cc(N)n1CCc1ccccc1)C(=O)Nc1ccccc1C#N (stereo not drawn)	2	0.5	98	0	47	-11	2	-12	95	96	-7
Cc1cc(C)c(C)c(S(=O)(=O)NC(C(=O)O)C(C)C)c1C (stereo not drawn)	-3	-0.3	102	0	11	0	-3	-4	102	103	-2
CSc1ccccc1NC(=O)Cn1nnc(-c2ccc(S(C)(=O)=O)cc2)n1	-1	0.3	99	-5	13	0	-1	-2	98	99	-3
CC1CN(Cc2nc3c(c(=O)n(C)c(=O)n3C)n2CCN2CCOCC2)CC(C)O1 (stereo not drawn)	-2	-2.1	100	-7	37	-5	1	-12	97	99	-6
N/C(=N\S(=O)(=O)c1ccc(Cl)s1)c1ccccc1	4	0.8	102	0	52	-6	3	-10	103	105	-4
CC1CCCCC1NC(=O)/C(C#N)=C/c1ccc(OCC(N)=O)cc1 (stereo not drawn)	4	0.5	101	-5	11	-4	-4	-7	106	101	-6
N#CC1(NC(=O)COc2ccc3oc4ccccc4c3c2)CCCCC1	3	0.2	85	25	11	19	19	15	95	90	17
N#CCCN1CCN(Cc2cc(-c3ccccc3)ccc2O)CC1	10	1.5	98	11	15	-4	3	-5	98	103	-10
Cc1ccnc(N2CCC(C(=O)NC3CCCCCC3)CC2)n1	3	1.4	101	-5	30	-7	-2	-17	101	100	-9
c1ccc2c(c1)CCOC2CNCCCN1CCCCC1 (stereo not drawn)	-1	-0.5	·	-8	17	0	-1	-4	·	·	-1
C=CCn1c(SCc2ccc3c(c2)OCO3)nc2scc(-c3ccco3)c2c1=O	0	0.0	98	-1	13	1	2	-1	90	88	0
O=C(NCCOC(=O)c1cccs1)c1cccnc1	0	0.2	102	-1	17	-3	-6	0	98	99	-1
Cc1ccc(CCNC(=O)Cn2cccc2)cc1	0	0.1	98	-11	40	-11	0	-15	95	95	-7
O=C(Nc1ccc2c(c1)oc1ccccc12)c1ccc2c(c1)OCO2	-1	-0.2	99	-1	23	-2	1	-9	98	99	1

Of the compounds above, these contain a halogen:
structure	ABCG2 inh	ABCB1 inh	RGS8-Gao	Bim-Bcl-XL	GSH bead fluor	Bcl-2 Bim block	Bcl-W Bim block	Bfl-1 Bim block	RGS7-Gao	RGS4-Gao reg	Bim-Bcl-B
CC(C)c1ccc(NC(=O)CSc2nc(-c3ccccc3F)nc3nc[nH]c23)cc1	-5	-1.0	102	-5	11	-3	-3	-1	103	102	-3
FC(F)(F)c1cccc(Cn2nnnc2-c2cc(Cl)cc(Cl)c2)c1	9	1.6	99	-1	18	-2	0	0	101	99	0
O=[N+]([O-])c1nn(-c2ccc(Cl)cc2)n(O)c1=NCc1ccccc1Cl	1	-0.3	100	-2	17	-5	-1	-6	?	100	-1
CCCNc1c(F)c(F)c2c(C)c3ccccc3nc2c1F	22	4.6	102	5	21	10	8	23	104	102	-17
Nc1ccccc1N=c1ssnc1Cl	-5	-4.0	83	-10	12	-5	-3	24	98	92	-36
S=C(Nc1ccc(Cc2ccncc2)cc1)Nc1cccc(Cl)c1	0	-0.1	100	-5	18	-5	-2	-3	?	100	-7
CC1=C(C(=O)OCC(Cl)(Cl)Cl)N2C(=O)C(NC(=O)Cc3ccccc3)C2SC1 (stereo not drawn)	3	0.8	102	-2	23	0	0	-1	103	99	-9
CCOC(=O)C(NC(=O)c1ccccc1Cl)(Nc1sc2c(c1C(N)=O)CCC2)C(F)(F)F (stereo not drawn)	0	0.1	98	-9	12	-5	-1	-3	98	98	-10
O=c1c2c3c(sc2ncn1/N=C/c1ccc(Br)o1)CCCC3	17	1.1	125	-8	29	-13	-2	-16	128	125	-9
N/C(=N\S(=O)(=O)c1ccc(Cl)s1)c1ccccc1	4	0.8	102	0	52	-6	3	-10	103	105	-4
